TNF necrop inh: TNF-alpha cell death inhibition in Jurkat FADD-/- cells; Jurkat FADD-/- TNF necroptosis rescue, ATP luminescence, 24 h; 0 = TNF only, 100 = no-TNF cells; activation (protection from cell death), % at 10 µM; actives 0.068% (n = 220,000);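 active = activation, meaning protection from cell death, of at least 50% relative to plate controls; inactive = activation below 50%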;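 note: necroptosis triggered by 40 ng/mL TNF-alpha added together with compound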
TbHK1 inh: T. brucei hexokinase 1 inhibition | AID 1430 | inhibition, % at 10 µM | recombinant TbHK1, G6PDH-coupled NADH A340 | actives 0.11% (n = 220,000);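 active = inhibition of 50% or more in the single-dose primary screen; inactive = inhibition below 50%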
PGE2 EP2 inh: inhibitors of human EP2 prostaglandin E2 receptor | C6 glioma cells expressing human EP2, cAMP TR-FRET; cells stimulated with saturating PGE2 | actives 0.52% (n = 260,000) | inhibition, % at 25 µM;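 active = percent inhibition above 40 after rounding to a whole number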;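 note: rat C6 glioma host cells with rolipram phosphodiesterase inhibitor present; the protocol text gives 20 µM as final concentration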
Target sequence (P43116 whole entry, looked up): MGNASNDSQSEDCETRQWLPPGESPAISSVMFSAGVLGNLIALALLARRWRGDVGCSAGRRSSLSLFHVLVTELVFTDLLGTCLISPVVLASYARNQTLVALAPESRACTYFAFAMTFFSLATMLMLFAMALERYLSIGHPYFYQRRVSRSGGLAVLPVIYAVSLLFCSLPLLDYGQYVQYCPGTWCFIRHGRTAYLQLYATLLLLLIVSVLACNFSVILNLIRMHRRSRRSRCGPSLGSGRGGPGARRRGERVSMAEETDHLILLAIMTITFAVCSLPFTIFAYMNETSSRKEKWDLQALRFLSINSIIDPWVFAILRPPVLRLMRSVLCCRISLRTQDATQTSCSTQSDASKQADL
Wee1 degr inh: inhibitors of human Wee1 degradation | HeLa Luc-Wee1K328M stability, luciferase luminescence; 100% = proteasome inhibitor MG132 effect | reporter increase, % at 5 µM | actives 1.2% (n = 220,000) | AID 1321;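 active = activation above the mean of all tested compounds plus 3 SD, set per screening run, cut at about 8.8% in these data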;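 note: cells exposed to compound for 20 h before luminescence read; 0% = DMSO alone and 100% = MG132 at 30 µM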
FXIIa inh 1536: inhibitors of human coagulation factor XIIa. actives 0.3% (n = 220,000). purified FXIIa, Boc-QGR-AMC fluorogenic substrate, 2 h. P00748. inhibition, % at 5 µM; in the data active = inhibition above about 40%;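 note: 0% = enzyme with no compound and 100% = blank without enzyme; many of its hits are not listed in these tables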
PPC-1+TRAIL kill: compounds killing PPC-1 cancer cells with TRAIL present (potentiator screen, no TRAIL-free arm) | PPC-1 cells + TRAIL, ATPLite viability luminescence | cell killing (% activity), % at 4 µM | actives 0.41% (n = 220,000);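 active = cell killing above 50% in the first pass at 4 µM, then a duplicate retest at 5 µM averaging 50% or more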;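 note: plate controls were cells with TRAIL plus DMSO for no effect and medium-only wells lacking cells for full effect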
L929 necroptosis: L929 zVAD cell death inhibition | L929 zVAD necroptosis rescue, ATP luminescence, 24 h; with zVAD 60 µM | viability rescue, % at 10 µM | actives 0.38% (n = 220,000) | AID 1377;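 active = activation, scaled between plate controls, above about 75%, limit read from the data; inactive = activation under that limit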;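 note: 0% = zVAD with DMSO and 100% = DMSO alone without zVAD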
CHOP inhibitor: inhibitors of CHOP induction in ER stress response. actives 3.8% (n = 220,000). inhibition, % at 10 µM. CHO-K1 CHOP-promoter luciferase, tunicamycin-induced, 15-18 h. AID 2732;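 active = compounds that reduced the stress-induced luciferase reporter signal by more than about 70% of percent inhibition, limit read from the data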;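 note: 0% = tunicamycin plus vehicle and 100% = wells without tunicamycin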
FXIa inh: factor XIa (human) inhibition | actives 0.14% (n = 220,000) | P03951 | inhibition, % at 5 µM | purified FXIa, Boc-Glu-Ala-Arg-AMC fluorogenic substrate;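 active = inhibition of at least 40%; inactive = inhibition below 40%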;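 note: fluorescence of freed AMC excited at 355 nm; 0% = enzyme without compound and 100% = no enzyme blank; many of its hits are not listed in these tables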
Target sequence (P03951 19-387 limits assumed): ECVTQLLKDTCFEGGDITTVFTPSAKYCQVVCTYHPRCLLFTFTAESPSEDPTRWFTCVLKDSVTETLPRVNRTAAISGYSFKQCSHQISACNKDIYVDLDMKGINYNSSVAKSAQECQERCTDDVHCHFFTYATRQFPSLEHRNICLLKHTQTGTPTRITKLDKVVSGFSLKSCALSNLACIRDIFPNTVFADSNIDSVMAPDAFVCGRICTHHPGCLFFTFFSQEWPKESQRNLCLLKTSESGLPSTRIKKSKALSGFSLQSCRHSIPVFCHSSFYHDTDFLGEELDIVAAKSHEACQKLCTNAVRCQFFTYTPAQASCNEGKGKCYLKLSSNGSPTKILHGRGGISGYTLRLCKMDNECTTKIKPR
Target sequence (P03951 388-625 limits assumed): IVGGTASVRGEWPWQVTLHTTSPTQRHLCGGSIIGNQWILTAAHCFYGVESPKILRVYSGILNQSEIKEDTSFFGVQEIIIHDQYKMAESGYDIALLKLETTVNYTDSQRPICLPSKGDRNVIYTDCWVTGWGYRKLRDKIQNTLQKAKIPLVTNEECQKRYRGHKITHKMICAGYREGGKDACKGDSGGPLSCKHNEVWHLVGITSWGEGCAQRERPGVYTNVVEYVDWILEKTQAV
The depositor's hits bear a star; x = not tested or not shown; & = joins results of further samples; [ ] = remark or other dose. These rows are one share of the data (hit frequency here may not be typical).

SMILES	TNF necrop inh	TbHK1 inh	PGE2 EP2 inh	Wee1 degr inh	FXIIa inh 1536	PPC-1+TRAIL kill	L929 necroptosis	CHOP inhibitor	FXIa inh
COc1ccccc1NC(=O)CSC1=NCCN1	0.9	0	11	-2	0	16	6.3	-20	-6
O=C(Nc1ccccc1)NC1CCN(Cc2ccccc2)CC1	0.7	1	4	4	6	1	0.3	5	20
NS(=O)(=O)c1ccc(NC(=S)NC(=O)c2cccnc2)cc1	0.3	3	7	0	-1	-5	1.4	-6	-5
Cc1ccc(S(=O)(=O)N2CCN(C(=O)c3ccccn3)CC2)cc1	0.4	-5	7	0	11	7	0.3	-3	4
Cc1ccc(O)c(N=NC2=C(O)CC(C)(C)CC2=O)c1	-7.0	36	5	-1	1	47	2.3	54	2
COc1ccc2nc(C)cc(N3CCC(C(N)=O)CC3)c2c1	1.2	-11	12	0	4	14	1.3	13	11
COC(=O)C(Cc1c[nH]c2ccccc12)NC(=O)CNC(C)=O (stereo not given)	0.1	4	16&10	-1	13	-13	0.6	4	-3
Cc1cccc(-n2cc(-c3ccc([N+](=O)[O-])cc3)[nH]c2=S)c1	-0.6	-8	10	2	6	-9	0.1	12	8
O=C(NCc1ccco1)c1cc(-c2ccc(F)cc2)on1	-1.2	-2	0	5	-6	0	0.8	-10	2
Oc1c(Cl)cc(Cl)cc1/C=N/c1nccs1	1.5	-2	12	0	11	24	0.3	36	3
Cc1c(-c2ccccc2)nc(-c2ccccc2)[nH]c1=O	0.8	5	3	-5	2	5	0.7	36	6
Cc1ccc(/C=C2\Sc3ccccc3C2=O)s1	2.0	-3	7	5	20	11	0.6	70*	-9
CCCOC(=O)NC1C(NC(=O)OCCC)N(C)C(=O)N1C (stereo not given)	-2.3	6	17	0	16	15	0.0	14	5
Cc1ccc(-n2c(C)nnc2SCC(=O)N2CCc3ccccc3C2)cc1C	-0.8	-2	8	-1	14	-21	0.0	-9	7
CCN(CC)S(=O)(=O)c1cccc(C(=O)N/N=C/c2cc(OC)c(O)c(OC)c2)c1	2.4	-23	8	-1	3	2	1.4	-7	-6
COc1ccc(CN2CCc3ccccc3C2)c(OC)c1	2.2	-6	10	-2	5	-13	-0.4	13	21
COC(=O)c1sccc1-c1ccc(/C=N/OC(=O)c2cccs2)o1	-3.0	0	11	-1	10	-13	1.8	-2	5
Cc1cc(C(=O)CN2C(=O)C3CC=CCC3C2=O)c(C)n1-c1ccccc1 (stereo not given)	2.1	-2	7	9	-8	49[5 µM]	-0.1	33	-5
CC1Oc2ccccc2N(Cc2cccnc2)C1=O (stereo not given)	1.2	0	10	-2	13	5	0.0	-11	5
c1ccc2c3c([nH]c2c1)-c1[nH]ncc1CC3	95*	-2	10&18	-1	3	2	91*	71*	-11

Record cards, as listed above. Order of values: TNF necrop inh	TbHK1 inh	PGE2 EP2 inh	Wee1 degr inh	FXIIa inh 1536	PPC-1+TRAIL kill	L929 necroptosis	CHOP inhibitor	FXIa inh
Results for `Cc1ccc(S(=O)(=O)N2CCN(C(=O)c3ccccn3)CC2)cc1` : 0.4	-5	7	0	11	7	0.3	-3	4
Results for `c1ccc2c3c([nH]c2c1)-c1[nH]ncc1CC3` : 95*	-2	10&18	-1	3	2	91*	71*	-11
Results for `COc1ccc(CN2CCc3ccccc3C2)c(OC)c1` : 2.2	-6	10	-2	5	-13	-0.4	13	21

Returning to the listing, starting three compounds before the break.
SMILES	TNF necrop inh	TbHK1 inh	PGE2 EP2 inh	Wee1 degr inh	FXIIa inh 1536	PPC-1+TRAIL kill	L929 necroptosis	CHOP inhibitor	FXIa inh
Cc1cc(C(=O)CN2C(=O)C3CC=CCC3C2=O)c(C)n1-c1ccccc1 (stereo not given)	2.1	-2	7	9	-8	49[5 µM]	-0.1	33	-5
CC1Oc2ccccc2N(Cc2cccnc2)C1=O (stereo not given)	1.2	0	10	-2	13	5	0.0	-11	5
c1ccc2c3c([nH]c2c1)-c1[nH]ncc1CC3	95*	-2	10&18	-1	3	2	91*	71*	-11
O=C(CCn1c(=O)[nH]c2ccsc2c1=O)N1CCc2ccccc2C1	0.2	3	10	1	3	33	1.8	-12	-5
CC(C)(C)C1CCc2sc(C(=O)NNC(=O)CCl)cc2C1 (stereo not given)	-16	-7	12	-4	1	15	0.1	-54	-32
COC(=O)c1c(C(=O)OC)c(-c2ccc(C(C)(C)C)cc2)n2c1CS(=O)C2 (stereo not given)	1.2	-5	4	6	3	-1	0.3	1	-2
CCCCCc1nc2c(=O)n(C)c3ccccc3c2o1	-4.7	1	3	0	16	19	-0.1	16	9
N/N=C(\c1ccccc1)C12CN3CN(CN(C3)C1)C2	1.4	37	6	1	5	20	1.2	-19	2
O=C(Nc1cc(S(=O)(=O)Nc2ccc(Cl)cc2)ccc1N1CCCCC1)c1ccc(F)cc1	3.8	6	3	0	2	6	0.2	33	4
COc1cc(CNc2nnnn2C)ccc1OCc1ccc(F)cc1Cl	-1.1	-3	7	-1	6	-7	0.3	17	13
COc1ccc(-c2noc(-c3ccc(Cl)cc3)n2)cc1	-0.9	0	4	-3	x	27	-0.3	x	x
O=C(c1ccc(NS(=O)(=O)c2cccc3cccnc23)cc1)N1CCOCC1	-0.8	2	13	-2	x	x	-0.6	x	x
COc1ccc(C(C(N)=O)c2ncc(C(F)(F)F)cc2Cl)cc1 (stereo not given)	45	6	7	1	11	-2	0.7	15	-1
CCCC(=O)Nc1ccc2c(c1)nc1n2CCOC1	0.2	-2	3	-1	11	6	0.1	41	2
Cc1ccc(N(C(=O)Cn2nnc3ccccc32)C(C(=O)NCc2ccco2)c2ccc(C)o2)cc1 (stereo not given)	-0.4	3	8	-1	14	1	-1.3	11	-1
Cc1ccccc1C(=O)NC(C(=O)Nc1nc2c(s1)CCCC2)C(C)C (stereo not given)	0.9	30	12	-1	8	10	1.7	6	5
COc1cccc(CNCC(=O)Nc2ccc(N3CCOCC3)cc2)c1	0.4	4	6	1	6	28	-0.5	5	-1
NC(=O)c1oc2ccccc2c1NC(=O)C1CCCCC1	4.5	-2	8	1	17	19	11	-5	3
O=C(CC1C(=O)OCC2CCCCN21)Nc1ccccc1C(F)(F)F (stereo not given)	-0.1	3	10	6	2	-21	3.1	-11	-5
CCc1nnc(NC(=O)CCCSc2nc3ccccc3[nH]2)s1	0.5	0	7	0	4	6	0.4	6	-1
CC(=O)C1C(=O)C=C(c2ccco2)CC1c1ccccc1 (stereo not given)	-1.1	-23	6	5	20	0	-0.3	-2	5
COc1ccc(Nc2nccc(OC)c2C#N)cc1	-1.5	-4	9	1	5	16	-0.1	0	-3
CN1/C(=C\C(=O)CSc2ncn[nH]2)C(C)(C)c2ccccc21	-0.8	-26	9	-3	3	17	-0.2	17	14

Part of the list above, with values under each structure.
Order of values: TNF necrop inh	TbHK1 inh	PGE2 EP2 inh	Wee1 degr inh	FXIIa inh 1536	PPC-1+TRAIL kill	L929 necroptosis	CHOP inhibitor	FXIa inh
CC(=O)C1C(=O)C=C(c2ccco2)CC1c1ccccc1 (stereo not given)
 : -1.1	-23	6	5	20	0	-0.3	-2	5
COc1ccc(Nc2nccc(OC)c2C#N)cc1
 : -1.5	-4	9	1	5	16	-0.1	0	-3
CN1/C(=C\C(=O)CSc2ncn[nH]2)C(C)(C)c2ccccc21
 : -0.8	-26	9	-3	3	17	-0.2	17	14

3 structures already listed, sorted by formula weight, rising.
SMILES	TNF necrop inh	TbHK1 inh	PGE2 EP2 inh	Wee1 degr inh	FXIIa inh 1536	PPC-1+TRAIL kill	L929 necroptosis	CHOP inhibitor	FXIa inh
N/N=C(\c1ccccc1)C12CN3CN(CN(C3)C1)C2	1.4	37	6	1	5	20	1.2	-19	2
CCCCCc1nc2c(=O)n(C)c3ccccc3c2o1	-4.7	1	3	0	16	19	-0.1	16	9
O=C(Nc1cc(S(=O)(=O)Nc2ccc(Cl)cc2)ccc1N1CCCCC1)c1ccc(F)cc1	3.8	6	3	0	2	6	0.2	33	4

Remaining list, next part
SMILES	TNF necrop inh	TbHK1 inh	PGE2 EP2 inh	Wee1 degr inh	FXIIa inh 1536	PPC-1+TRAIL kill	L929 necroptosis	CHOP inhibitor	FXIa inh
Cc1sc(NC(=O)c2ccco2)c(C(=O)c2ccc(Cl)cc2)c1C	0.8	28	8	2	5	28	-0.2	43	-3
COc1cccc(C2CC(c3ccccc3)=NN2S(=O)(=O)c2ccccc2)c1OC (stereo not given)	3.7	-16	5	-1	6	3	-1.1	-11	0
Cc1nn(C)c(C(=O)NNC(=S)NCc2ccco2)c1Cl	1.0	3	7	-2	11	19	-0.8	8	1
Cc1ccc(CNC(=O)COc2ccc3c(c2)CCC3)cc1	0.8	0	11	-4	12	20	1.1	7	4
Cc1nc(N2CCN(Cc3ccccc3)CC2)nc2c1C(=O)CC(C)C2 (stereo not given)	-5.9	-4	7	-1	3	1	-0.1	48	0
CCCCSc1nnc(C)c(=O)[nH]1	0.6	9	7	-2	18	-8	0.2	1	10
CC(=O)NC(C)C(=O)OCC(=O)c1ccc(-c2ccccc2)cc1 (stereo not given)	-0.2	3	5	3	15	10	0.6	24	11
c1ccc(-c2nccc(-c3ccc4c(c3)OCO4)n2)cc1	0.4	-4	0	0	9	0	1.6	7	2
Cc1cc(/C=N/NC(=O)C(=O)NCc2ccccn2)c(C)n1-c1ccccc1	-1.3	-32	5	-1	3	14	-0.6	34	4
O=C(CNS(=O)(=O)c1ccccc1)N/N=C/c1ccc(O)cc1	1.8	-11	3	-1	1	14	-0.6	-2	-3
C#CCOCCOCCOCCNc1nc(N2CCN(C(=O)[C@H]([C@@H](C)CC)n3cc([C@@H](N)CC(C)C)nn3)CC2)nc(N2CCN(C(=O)[C@H](Cc3ccc(O)cc3)n3cc([C@@H](N)CC(C)C)nn3)CC2)n1	1.4	7	8	3	6	15	-0.3	18	-1
Clc1ccccc1CN1CCN(/N=C/C=C\c2ccco2)CC1	1.0	-24	4	1	6	-9	6.3	54	-1
CCOC(=O)Nc1ccc2c(c1)N(C(=O)N(C)C)c1ccccc1CC2	-4.1	3	9	1	18	13	0.1	-8	8
CCOc1cc(NC(=S)Nc2ccccc2)c(OCC)cc1NC(=O)c1ccccc1	-4.0	-7	3	2	17	2	1.7	38	33
O=C(COC(=O)c1cnccn1)c1ccc([N+](=O)[O-])cc1	-11	-8	7	-2	14	14	0.0	-1	2
N#C/C(=C\Nc1ccccc1O)c1nc2ccccc2o1	1.6	0	54*	0	9	3	1.3	53	2
COC(C[C@H](O)[C@@H](C)[C@H](O)COCc1ccccc1)OC	1.3	-8	9	x	9	13	-0.2	-6	1
CCOC(=O)c1nnn(-c2nonc2N)c1COc1ccc(F)cc1	2.3	3	7	-2	12	-2	-0.7	26	-1
Cc1cc(NC(=O)COC(=O)COc2ccc3c4c(c(=O)oc3c2)CCC4)no1	-0.2	-11	6	2	9	7	0.9	2	-13
COc1ccc(CCNC(=O)COC(=O)/C=C/c2cc(OC)c(OC)c(OC)c2)cc1OC	0.9	-20	10	-1	13	14	21	38	0
COc1cc(NC(=O)CCCl)cc(-n2cnnn2)c1	0.2	8	9	-3	11	14	0.9	3	1
O=C(NCCN1CCOCC1)c1cccc(S(=O)(=O)N2CCCCCC2)c1	0.0	0	9	1	10	0	0.3	20	-5
Fc1ccc(N/N=C/c2cccnc2)c(F)c1	1.0	-37	5	-2	3	36	-0.4	-20	2
C#CCNc1ccc(C(=O)OCC)cc1	0.0	-8	5	0	6	1	0.6	-16	0

Source: PubChem BioAssay (several laboratories)
